GBA enhancer = glucocerebrosidase activity enhancement | P04062 | L444P Gaucher fibroblasts, 4-MU-glucoside fluorescence, 3 days | activation, % at 10 µM | hit rate 0.44% among 30,000; in the data active = activation above about 65%;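 note: 0% = vehicle wells and 100% = positive control wells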
Target sequence (P04062 whole entry L483P): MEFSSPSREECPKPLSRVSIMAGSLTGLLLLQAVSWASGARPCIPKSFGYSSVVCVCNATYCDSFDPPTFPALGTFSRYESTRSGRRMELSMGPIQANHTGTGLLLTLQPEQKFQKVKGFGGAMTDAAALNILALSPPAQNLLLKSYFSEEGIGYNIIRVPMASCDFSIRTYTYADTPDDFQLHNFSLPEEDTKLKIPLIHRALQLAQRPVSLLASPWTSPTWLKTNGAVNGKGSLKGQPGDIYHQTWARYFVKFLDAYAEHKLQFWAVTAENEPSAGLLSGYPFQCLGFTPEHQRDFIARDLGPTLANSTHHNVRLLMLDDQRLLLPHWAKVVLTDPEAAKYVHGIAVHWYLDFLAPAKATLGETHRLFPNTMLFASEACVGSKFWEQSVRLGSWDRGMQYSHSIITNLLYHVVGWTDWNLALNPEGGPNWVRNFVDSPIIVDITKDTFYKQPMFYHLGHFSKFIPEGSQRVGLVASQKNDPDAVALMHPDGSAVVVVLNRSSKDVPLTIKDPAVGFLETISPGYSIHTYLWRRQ
* hit, by the source's call. The list is partial; rates above refer to the full screens.

SMILES	GBA enhancer
CCOC(=O)CNC(=O)CSc1nc2sc(C)c(C)c2c(=O)n1C	-67
O=C(Nc1ccc(OC(=O)c2cccnc2)cc1)c1cccnc1	-5
COc1ccc(C(C)=O)cc1COC(=O)c1ccc(S(=O)(=O)N2CCOCC2)cc1	-8
CCn1nnc(-c2ccccc2NC(=O)C(F)(F)F)n1	10
O=C(NC1CCCCCC1)c1cc(S(=O)(=O)N2CCC3(CC2)OCCO3)ccc1F	-14
O=C(CCNS(=O)(=O)c1cccc2nsnc12)NC1CCN(Cc2ccccc2)CC1	86*
COc1ccc(CNC(=O)C2CC(=O)N(c3ccc(OCC(=O)N4C(C)CCCC4C)cc3)C2)cc1 (stereo not given)	-11
CCOc1ccc(-n2cc(C(=O)N3CCCCCC3)c3cc(OC)c(OC)cc3c2=O)cc1	-1
COc1cccc(C2C(C#N)=C(N)OC3=C2C(=O)CC(c2ccco2)C3)c1OCc1ccc(F)cc1 (stereo not given)	1
Cc1ccc(N2CCn3c2nc2c3c(=O)n(CCc3ccccc3)c(=O)n2C)cc1	-12
Cc1[nH]c(=S)[nH]c(=O)c1CCOc1ccccc1	2
CCC(NS(=O)(=O)c1ccc(C)cc1)C(=O)Nc1ccc(NC(C)=O)cc1 (stereo not given)	-11

Brought forward from above: ten entries, followed by the next part.
SMILES	GBA enhancer
COc1ccc(C(C)=O)cc1COC(=O)c1ccc(S(=O)(=O)N2CCOCC2)cc1	-8
CCn1nnc(-c2ccccc2NC(=O)C(F)(F)F)n1	10
O=C(NC1CCCCCC1)c1cc(S(=O)(=O)N2CCC3(CC2)OCCO3)ccc1F	-14
O=C(CCNS(=O)(=O)c1cccc2nsnc12)NC1CCN(Cc2ccccc2)CC1	86*
COc1ccc(CNC(=O)C2CC(=O)N(c3ccc(OCC(=O)N4C(C)CCCC4C)cc3)C2)cc1 (stereo not given)	-11
CCOc1ccc(-n2cc(C(=O)N3CCCCCC3)c3cc(OC)c(OC)cc3c2=O)cc1	-1
COc1cccc(C2C(C#N)=C(N)OC3=C2C(=O)CC(c2ccco2)C3)c1OCc1ccc(F)cc1 (stereo not given)	1
Cc1ccc(N2CCn3c2nc2c3c(=O)n(CCc3ccccc3)c(=O)n2C)cc1	-12
Cc1[nH]c(=S)[nH]c(=O)c1CCOc1ccccc1	2
CCC(NS(=O)(=O)c1ccc(C)cc1)C(=O)Nc1ccc(NC(C)=O)cc1 (stereo not given)	-11
C/C(CC1(O)C(=O)N(C)c2ccccc21)=N\O (stereo not given)	-22
O=C(COC(=O)CCCc1c[nH]c2ccccc12)Nc1ccc2c(c1)OCO2	-15
Nc1c2c(nc3ccn(Cc4ccccc4)c(=O)c13)CCC2	-31
CCCSc1nnc(Sc2nnnn2-c2ccccc2)s1	-6
Cc1nc(SCC(=O)NCC2CCCO2)c2oc3ccccc3c2n1 (stereo not given)	-30
O=C(Nn1cnnc1)c1cc2cc(Br)ccc2oc1=O	-17
Cc1cc(C)cc(NC(=O)CSc2nnc(CNC(=O)c3cccs3)o2)c1	-50
COc1ccc(CN(C2CCCC2)S(=O)(=O)c2ccc(-n3cnnn3)cc2)cc1	-14
C[C@H]1C[C@H]2[C@@H]3CCC4=CC(=O)C=C[C@]4(C)[C@@]3(Cl)[C@@H](O)C[C@]2(C)[C@@]1(O)C(=O)CO	-17
Nc1nc(N)c2nc(-c3ccccc3)c(N)nc2n1	-5
COC(=O)C1CCCN1C(=O)c1cccs1 (stereo not given)	-37
Cn1c(C(=O)NCc2cccs2)cc2oc3ccccc3c21	0
O=C(CCNS(=O)(=O)c1ccc(Br)s1)NC1CCCC1	23
COc1ccc(C)cc1NC(=O)CN(c1ccccc1)S(C)(=O)=O	-23
Cc1ccc(CN2CCN(C(=O)C3CCCO3)CC2)cc1 (stereo not given)	-18
CC(=O)C1=C(N2CCCCC2)CCC1=O	-7
Cc1c(NC(=O)CSc2nnc(-c3cccc(Cl)c3)o2)c(=O)n(-c2ccccc2)n1C	-23
CCOC(=O)Cc1c(C)c2ccc(N(CC)CC)cc2oc1=O	-5
COc1ccc(CC(=O)Nc2c3c(nn2-c2cccc(C)c2C)CS(=O)C3)cc1OC (stereo not given)	9
CC(=O)Nc1cccc(OCC(=O)NS(=O)(=O)c2ccc(Cl)cc2)c1	-10
N#CCSc1nnc(COc2ccc3ccccc3c2)o1	-14
COC(=O)c1ccc(Oc2nc(NC(C)C)nc(SC)n2)cc1	-24
Cc1cc(=O)n2[nH]c(-c3ccc(Cl)cc3)cc2n1	-14
O=C(CSc1nnc(-c2ccccc2)o1)NC1CCCCC1	-3
Cc1ccccc1Cn1c(=O)c2c(nc3n2CCN3Cc2ccco2)n(C)c1=O	-8
Cc1cnc(C(=O)Nc2nnc(C)s2)cn1	13
CCn1cc(C(=O)NC2CCCCC2C)c(=O)c2ccc(C)nc21 (stereo not given)	-6
COC(=O)CSc1nnc(SCc2ccc(OC)cc2)s1	9
CCOC(=O)C1=C(N)Oc2cc(O)ccc2C1c1cccnc1 (stereo not given)	3
CCCn1c(SCC(=O)N2CCc3ccccc32)nnc1-c1ccncc1	-11
Cc1cc(C)n2c(Br)c(CSc3nc4ccccc4o3)nc2n1	-5
COc1ccc(C(=O)Cn2nnc(-c3ccc(N4CCOCC4)cc3)n2)cc1OC	-17
Cc1nc(NCc2ccco2)[nH]c(=O)c1CCC(C)C	-30
CCOC(=O)c1c(C)[nH]c(C(=O)OCC(=O)Nc2cc(C)ccc2OC)c1C	-49
CCOc1ccccc1NS(=O)(=O)c1ccc(Br)s1	-1
CC1(C)OC(=O)C(=CNc2ccccc2F)C(=O)O1	-26
O=C1CNC(=O)/C1=C\N1CCN(C(c2ccccc2)c2ccccc2)CC1	20
C#CCNc1cc(C)nc2ncnn12	-24
CCOC(=O)CCc1n[nH]c(=O)[nH]c1=O	-30
CCOc1ccc(Cl)cc1CSc1n[nH]c(CC)n1	-13
CCOc1c(C)cc(-c2ncccc2O)cc1C	8
CCC(=O)c1ccccc1OCCCn1cncn1	-26
CSc1nc(NC(C)(C)C)nc(Oc2ccc(=O)[nH]n2)n1	8
Cc1cccc(NC(=O)c2cnc3sccn3c2=O)c1C	-6
O=C(CCn1c(SCC(=O)NCc2ccco2)nc2ccccc2c1=O)NCCc1ccccc1	0
CCCNC(=O)CN(c1ccc(F)c(Cl)c1)S(C)(=O)=O	-9
N=c1sccn1CC(=O)Nc1ccc(S(=O)(=O)N2CCOCC2)cc1	-15
CCCOc1ccc(S(=O)(=O)NCc2ccc(OC)cc2)cc1	-5
COc1ccc(CCNC(=O)C2CCN(S(=O)(=O)c3cnc[nH]3)CC2)cc1OC	5
O=C(O)C1C2C=CC(C3CC23)C1C(=O)NCCc1ccccc1 (stereo not given)	0
CCc1cc(C(=O)Nc2ccccc2)cs1	-5
CCC(=O)Nc1nc(OC)cc(OC)n1	-18
CCn1c(CNc2ccc(C)cc2)nnc1SCC(=O)NCc1ccccc1	-6
COC(=O)C(O)(CC(=O)c1ccc(OC)cc1)C(F)(F)F (stereo not given)	-52
O=C1NC(c2cccs2)C(C(=O)c2ccccc2)C(O)(C(F)(F)F)N1 (stereo not given)	-18
COCCNC(=O)c1c[nH]c2cc(OC)c(OC)cc2c1=O	-15
CCOC(=O)C(C)c1n[nH]c(=O)c2ccccc12 (stereo not given)	-3
Cc1ccc(C)c(N2CCN(C(=O)C3CCCN(S(=O)(=O)c4c(C)[nH]c(=O)[nH]c4=O)C3)CC2)c1 (stereo not given)	-11
N#CC1=C(N)N=C(SCc2ccccc2)C(C(N)=O)C12CCCCC2 (stereo not given)	6
c1ccc(CNc2ccc3c(c2)ncn3C2CCCCC2)nc1	2
Other records follow:
SMILES	GBA enhancer
CCCn1c(SCC(=O)Nc2nonc2C)nnc1-c1ccoc1C	-4
CCCCOc1ccc(C(=O)NCc2ccco2)cc1	-4
CC(C)(C)NC(=O)NC(=O)COC(=O)Cn1c(C(F)(F)F)nc2ccccc21	-6
CC(=O)c1ccc(N2CCN(C(=O)C3CCC3)CC2)cc1	-8
CCC1(CC)C(=O)N=C2c3ccccc3C(=O)N21	-13
Cc1ncsc1CCOC(=O)c1cccnc1	-40
CCN1C(=O)C2C(c3cccc(F)c3)NC(CC)(C(=O)OC)C2C1=O (stereo not given)	0
O=C(c1ccco1)N1CCN(C(=O)c2ccccc2Oc2ccccc2)CC1	-2
CSc1cc(/C=N/O)c(SC)s1	-9
Cn1c(C(=O)O)c(CC(=O)Nc2ccccc2F)c2ccccc21	31
CCOC(=O)c1ccccc1NC(=O)CC1Nc2ccccc2NC1=O (stereo not given)	-14
CS(=O)(=O)N(CCc1ccccc1)CC(=O)NCc1cccnc1	-4
CCOC(=O)c1cc(OC(=O)c2cccs2)n(-c2ccccc2)n1	4
CCC(SC1=Nc2ccccc2C2=NC(CC(C)C)C(=O)N12)C(=O)Nc1ccc2c(c1)OCO2 (stereo not given)	2
O=C(c1ccc(Br)cc1)C1CCc2occc2C1=O (stereo not given)	-7
COc1ccccc1C1NC(=O)NC(C)=C1C(C)=O (stereo not given)	-22
CCOC(=O)N1CCN(C(=O)COc2cc(=O)n(CC)c3ccccc23)CC1	-46
CC(=O)c1ccc(N2CCN(C(=O)CCCn3c(=S)[nH]c4cc5c(cc4c3=O)OCO5)CC2)cc1	2
CCn1c(SCc2cccnc2)nnc1-c1c[nH]c2ccccc12	-6
CCOC(=O)c1[nH]nc2c1C(=O)N(Cc1ccccc1)C2=O	40
CSc1nc2ccc(NS(=O)(=O)c3ccc4c(c3)OCCO4)cc2s1	-53
O=C(Cn1nnc(-c2ccccc2)n1)c1ccccc1	-21
CCCCn1c(=O)n(CC(=O)Nc2ccc(C)c(Cl)c2)c(=O)c2c1ncn2Cc1ccco1	-7
CN(C)CCSc1nc(N)c2c3c(sc2n1)COC(C)(C)C3	-24
Cc1cc(C(C)(C)C)oc1C(=O)N1CCN(C(=O)c2oc(C(C)(C)C)cc2C)CC1	18
CCC(C)[C@H](N)c1nnc(SCc2cccc(F)c2)o1 (stereo not given in full)	-7
CC(OC(=O)c1cccs1)C(=O)NCc1cccs1 (stereo not given)	1
CCn1nnnc1SCCSc1nnnn1CC	-1
CC(=O)NC1N=C(C)N(c2ccccc2)C1=O (stereo not given)	-22
CCCCn1c(C)nc2c(=O)n(C)c(=O)[nH]c21	1
O=c1cc(CSc2ccc(S(=O)(=O)N3CCCCC3)cn2)nc2sccn12	-24
N#CC(C(=O)C1CCCCC1)c1nc2ccccc2[nH]1 (stereo not given)	-9
O=C(NCc1ccc(F)cc1)c1cnc2sccn2c1=O	-14
Cc1cc(S(=O)(=O)Nc2c(C(=O)O)[nH]c3ccccc23)ccc1F	-9
Cc1oc2c(CN3CCCC3)c(O)ccc2c(=O)c1Oc1ccccc1Br	6
O=C(CCSc1nnc2scc(-c3ccccc3)n12)Nc1nc(-c2ccccc2)ns1	-15
Clc1ccccc1CSc1nnc(-c2cccnc2)n1Cc1ccco1	-23
N#C/C(=C(/O)COC(=O)c1ccc2c(c1)OCCO2)c1nc2ccccc2[nH]1	16
Cc1cc(C)c(S(=O)(=O)N(C)CC(=O)NC2CCCC2)c(C)c1	-60
COc1ccc(OC)c(NC(=O)C2COc3ccccc3O2)c1 (stereo not given)	-4
Cc1c(NC(=O)C(C)OC(=O)c2cc3c4ccccc4n(C)c3s2)c(=O)n(-c2ccccc2)n1C (stereo not given)	-12
CCOC(=O)c1cccc(NC(=O)CSc2nnc(COc3ccccc3C)o2)c1	-22
CC(C)C1CC(c2csc(N)n2)CCO1 (stereo not given)	6
Cc1ccc(CNc2ccc(N3CCOCC3)c(C(=O)O)c2)s1	-7
Cc1ccc(CN(Cc2cc3cc(C)ccc3[nH]c2=O)C(=O)N2CCOCC2)cc1	-5
O=C(Nc1ccccc1Oc1ccccc1)c1cnccn1	0
O=c1nc(N2CCOCC2)nc2n1CCO2	0
CCCc1nnc(NC(=O)c2ccncc2)s1	-6

Sorted by SMILES length (rising): 7 of the compounds above
SMILES	GBA enhancer
N#CCSc1nnc(COc2ccc3ccccc3c2)o1	-14
Cc1nc(NCc2ccco2)[nH]c(=O)c1CCC(C)C	-30
Cc1ccc(CNc2ccc(N3CCOCC3)c(C(=O)O)c2)s1	-7
N#CC1=C(N)N=C(SCc2ccccc2)C(C(N)=O)C12CCCCC2 (stereo not given)	6
O=c1cc(CSc2ccc(S(=O)(=O)N3CCCCC3)cn2)nc2sccn12	-24
CCOC(=O)N1CCN(C(=O)COc2cc(=O)n(CC)c3ccccc23)CC1	-46
CCC(NS(=O)(=O)c1ccc(C)cc1)C(=O)Nc1ccc(NC(C)=O)cc1 (stereo not given)	-11

(further entries)
SMILES	GBA enhancer
C[N+](C)(C)C/C=C1/COCO1	-13
COc1ccccc1NC(=O)NC(N)=O	5
CSc1nc2cc(F)c(F)cc2n1C	-34
N#Cc1c(N)oc(-c2ccc3c(c2)OCO3)c1-c1ccc2c(c1)OCO2	0
COc1cc(OC)cc(C(=O)NCCNC(=O)c2ccccc2)c1	-20
COCCNS(=O)(=O)c1cc(-c2nn(C)c(=O)c3ccccc23)ccc1C	-14
CC(=O)Cc1nsc(NC(=O)c2cc(-c3cccc(C(F)(F)F)c3)oc2C)n1	-40
CCN1C(=Nc2ccc(Cl)cc2)SC/C1=C\C(=O)OC	8
O=C(CSc1ccc2nnc(-c3ccc(F)cc3)n2n1)NCc1ccco1	6
O=C(Cn1ccc2ccccc2c1=O)NCCC(=O)Nc1cccnc1	-7
Cn1c(=O)c2c(nc(OC/C=C/c3ccccc3)n2C)n(C)c1=O	-6
O=S1(=O)NC2CCCCCN2c2ccc(F)cc21 (stereo not given)	-1
C=CCn1c(SC(C)C(=O)NC2(C#N)CCCCC2)nnc1-c1ccc(OC)cc1 (stereo not given)	-7
CCc1nc(N)c(C#N)c(-c2ccc(O)c(OC)c2)c1C	-11
CCc1ccc(OCC(=O)NCc2ccco2)c(Br)c1	1
COC(=O)Cc1cc(=O)[nH]c(Nc2nc3ccccc3o2)n1	5
COc1ccc(C(=O)Nc2ccccc2C(=O)NCCCn2ccnc2)cc1	-5
Oc1ccc(Cl)cc1CNc1ccc(Br)cn1	-41
